# Rev-erbA mod: modulators of human Rev-erb alpha DNA binding | P20393 | Rev-erbα–FITC-DNA binding, fluorescence polarization, 90 min | activity, % at 10 µM | 370,000 compounds, 0.79% hits | AID 1259318;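 active = activity above about 14%, limit read from the data; passing the limit was not always enough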;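 note: 0% = DMSO wells with 35 nM protein and 100% = DMSO wells with 750 nM protein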
# SMARCA2 act: activators of SMARCA2 function. MG213 cells, MMTV-luciferase reporter, dexamethasone, overnight. activation, % at 9.1 µM. 370,000 compounds, 1% hits. AID 652017; in the data active = activation above about 7.8%;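 note: 0% = vehicle wells and 100% = reference activator wells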
# DAX1 inh-1: DAX1 (NR0B1) inhibition, primary screen; 370,000 compounds, 1.1% hits; inhibition, % at 6.8 µM; HEK293T StAR-luciferase reporter, SF-1/DAX-1 repression relief; AID 652010;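 active = inhibition above the mean over all tested compounds plus 3 SD, cut at about 3.6% in these data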;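 note: 0% = DAX-1 cells with DMSO and 100% = cells lacking DAX-1 with DMSO; higher inhibition means more luminescence from relief of DAX-1 repression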
# ssDAF-12 act: activates DAF-12 receptor from parasite S. stercoralis. HEK293 ssDAF-12/GRIP1 lit1-tk-luc reporter, luminescence; % of 3 µM dafachronic acid response. activation, % at 6.8 µM. 370,000 compounds, 1% hits. AID 652126;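 active = activation above the mean over all tested compounds plus 3 SD, cut at about 0.9% in these data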;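 note: 0% = DMSO-only wells and 100% = 3 µM delta7-dafachronic acid wells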
# FXN GAA850 act: frataxin GAA850 promoter activation; HEK293 lucGAA850 FXN promoter luciferase reporter, 24 h; percent of 10 µM SAHA response; activation, % at 6 µM; 360,000 compounds, 0.56% hits;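 active = activation above the average of all compounds screened plus 3 SD, cutoff fixed separately per campaign, cut at about 7.5% in these data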;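 note: 0% = DMSO wells and 100% = 10 µM SAHA wells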
# hcDAF-12 act: activators of H. contortus DAF-12 nuclear receptor; 370,000 compounds, 1.4% hits; activation, % at 6.8 µM; AID 652067; HEK293 hcDAF-12 lit1-tk-luc reporter, luminescence; 0% DMSO, 100% Δ7-dafachronic acid;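 active = activation above the mean of all tested compounds plus 3 SD, cut at about 5.5% in these data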;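 note: 100% = response to 3 µM Δ7-dafachronic acid high control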
# PLCb3 inh: inhibitors of human phospholipase C beta3; 370,000 compounds, 0.18% hits; Q01970; AID 720704; Purified PLC-beta3, fluorogenic substrate, fluorescence; inhibition, % at 12.2 µM; in the data active = inhibition above about 11%;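 note: 0% = median of compound wells on plate and 100% = full blocker control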
# hgDAF-12 ag: hgDAF-12 agonism, primary luciferase screen; HEK293 GAL4-hgDAF12 UAS-luciferase reporter, agonist luminescence; normalized to butyrate control; activation, % at 6.8 µM; 370,000 compounds, 1.8% hits;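 active = activation above a cutoff set at the mean of all screened compounds plus 3 SD, cut at about 10% in these data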;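 note: 0% = DMSO wells and 100% = sodium butyrate wells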
# HGIII-sPLA2 inh: Inhibits HGIII-sPLA2 liposome hydrolysis, primary screen | Q9NZ20 | QFRET BODIPY PC-A2 liposome hydrolysis, fluorescence | inhibition, % at 12.2 µM | 370,000 compounds, 0.56% hits | AID 743126;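 active = inhibition above mean plus 3 SD of compounds lying within the high and low control bounds, cut at about 19% in these data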;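 note: 0% = median of test compound wells and 100% = no enzyme DMSO wells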
# PG9 Ab binder: binds the HIV-1 gp120 antibody PG9. TR-FRET gp120-PG9 antibody binding. inhibition, % at 6.7 µM. 360,000 compounds, 0.43% hits; in the data active = inhibition above about 8.5%
# DAX1 inh-2: NR0B1 (DAX1) inhibition. P51843. HEK293 Gal4-DAX1 luciferase reporter, luminescence. inhibition, % at 6.75 µM. 340,000 compounds, 0.99% hits. AID 504766;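 active = inhibition above the mean over all tested compounds plus 3 SD, cut at about 4.2% in these data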;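 note: 0% = DAX1-transfected cells with DMSO and 100% = empty-vector control cells with DMSO; inhibition shows as a rise in luminescence from relieved DAX1 repression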
# The depositor's hits bear a star; i = inactive; . = not tested or not shown.
# Every second line gives: Rev-erbA mod	SMARCA2 act	DAX1 inh-1	ssDAF-12 act	FXN GAA850 act	hcDAF-12 act	PLCb3 inh	hgDAF-12 ag	HGIII-sPLA2 inh	PG9 Ab binder	DAX1 inh-2
1) CCN(C(=O)COC(=O)c1ccc(N2C(=O)c3ccccc3C2=O)cc1)C1CCS(=O)(=O)C1 (configuration not stated)
→ 0	-1	-0.2	-1.1	-0.4	-0.3	5	2.9	0	-2.1	-1.5
2) CCOc1ccc(S(=O)(=O)NCCC(=O)Nc2ccncc2)cc1
→ -2	1	-0.2	-0.8	-0.6	-1.0	-2	-0.8	0	4.4	-0.2
3) Cc1ccc(-c2cc(C(=O)N3CCCC3)no2)cc1
→ -3	3	4.9*	-0.6	-3.2	4.3	2	6.1	-10	-2.9	-2.9
4) Cc1ccc(S(=O)(=O)N[C@H](C(=O)OCn2nnc3ccccc3c2=O)C(C)C)cc1
→ 14	-2	-0.8	-1.6	-3.2	-2.2	0	-2.5	-5	-2.1	-2.1
5) COC(=O)c1sccc1NC(=O)c1ccncc1
→ -1	-1	-0.4	-2.0	3.2	-2.8	3	1.5	1	-0.1	1.7
6) Cc1c(CNCCc2ccc(Cl)cc2)c(C(=O)O)c(C)n1Cc1ccccc1
→ -5	-5	0.0	-0.6	0.2	0.5	-6	-2.2	-2	0.3	0.4
7) COc1ccc(C(=O)C(C)OC(=O)c2cccc(S(=O)(=O)Nc3c(C)n(C)n(-c4ccccc4)c3=O)c2)cc1 (configuration not stated)
→ 0	-5	-1.8	-0.6	-2.2	-0.4	7	-3.2	-42	-1.6	-2.2
8) COc1ccc2nc(SCC(=O)Nc3ccc4c(c3)OCCO4)[nH]c2c1
→ -6	-8	-2.6	-2.6	-9.3	-4.9	0	-8.5	-12	-1.3	-1.2
9) C=CCOc1ccc(C=Nc2ccc(OC)cc2)c(O)c1
→ 8	-1	0.5	-1.4	1.9	-0.5	-4	-1.1	0	-0.4	-0.2
10) Cc1ccc2c(CC(=O)N3CCN(S(=O)(=O)c4ccccc4)CC3)coc2c1
→ 3	-1	1.0	-0.7	3.3	-1.9	-1	1.1	-13	0.6	-0.4
11) COc1ccccc1CNC(=O)C(NC(=O)c1ccccc1C)C(C)C (configuration not stated)
→ 0	-4	0.4	-1.0	1.2	-0.5	1	-0.8	1	-1.1	1.1
12) COc1ccc(OC)c(NC(=O)C2CC2c2ccccc2)c1 (configuration not stated)
→ 0	-2	-0.2	-0.9	2.3	-0.9	-14	2.9	7	-2.1	0.6
13) CCC(C)c1ccc(S(=O)(=O)N2CC(=O)Nc3ccccc32)cc1 (configuration not stated)
→ 3	-3	0.4	-1.2	0.7	-2.1	-1	-5.0	6	-0.2	-0.4
14) CCn1c2ccccc2c2cc(NC(=O)CSc3nccc(=O)[nH]3)ccc21
→ -5	3	-1.1	-0.4	-0.2	0.1	-45	1.0	-12	0.0	-0.6
15) O=C(CSc1n[nH]c(-c2ccc(S(=O)(=O)NC3CCCCC3)cc2)n1)N1CCCC1
→ -1	-3	-0.8	-1.3	-0.2	-0.7	-41	-3.4	-18	0.6	-1.0
16) Nc1nc(N)nc(-c2ccccn2)n1
→ -1	1	-0.3	-1.3	-1.4	-1.7	1	0.5	0	2.1	-0.1
17) CC1CN(CC(=O)Nc2cccc(C(=O)Nc3cccc(C(F)(F)F)c3)c2)CC(C)O1 (configuration not stated)
→ 3	3	-1.6	-1.8	0.1	-2.5	3	-2.7	-7	-3.0	-2.7
18) Cc1cccc(C)c1NC(=O)C(c1ccccc1)n1c(=O)c(-c2cc3ccccc3[nH]2)nc2ccccc21 (configuration not stated)
→ 3	-3	0.5	0.2	.	2.8	i	0.9	-10	0.6	.
19) Cn1nc(C(=O)Nc2ccccc2)c2c1-c1ccccc1S(=O)(=O)C2
→ -4	0	-2.7	-1.4	0.9	-2.4	-3	-1.8	-1	1.0	0.1
20) COc1ccc2c(c1OC)C(=O)N1c3ccccc3SC21 (configuration not stated)
→ -3	5	1.9	0.8	5.5	8.8*	-21	12*	-3	1.8	1.9
21) O=C(c1ccc(CN2CCOCC2)cc1)N1CCN(Cc2ccccc2)CC1
→ -4	0	-0.5	-1.2	0.7	-0.9	1	1.1	5	0.4	-0.1
22) CCCCCCSc1nsc(NC(=O)CC(C)C)n1
→ 13	4	0.0	-0.3	2.8	1.9	3	3.6	-2	-1.1	2.0
23) COc1ccc(-n2nc(C(=O)NCC(=O)NCC3COc4ccccc4O3)c3ccccc3c2=O)cc1OC (configuration not stated)
→ 0	-4	-2.8	-2.0	-3.2	-2.8	-54	-4.6	0	0.7	-2.1
24) Cc1ccc(SCC(=O)Nc2cccnc2)cc1
→ -2	3	-0.6	-1.6	0.8	-0.7	-1	0.6	8	-0.2	1.2
25) Cc1ccc2cc(CN(Cc3cccs3)Cc3nnnn3CC3CCCO3)c(=O)[nH]c2c1 (configuration not stated)
→ 2	-2	-0.3	-0.8	-0.3	-2.0	-10	0.2	-15	1.4	-1.4
26) COC(=O)CN(C#N)c1nc(N(C)C)nc(N(C)C)n1
→ 8	-3	-0.8	-0.8	3.4	0.7	-14	-0.5	-2	-1.7	2.3
27) Cc1cc(CN(C)C(=O)CC2C(=O)NCCN2CC(c2ccccc2)c2ccccc2)on1 (configuration not stated)
→ 0	-2	0.1	-1.0	-0.5	-1.4	-13	-0.5	1	0.3	1.2
28) O=S(=O)(NC1CCN(S(=O)(=O)c2c(F)cccc2F)CC1)c1ccc2c(c1)OCCO2
→ -5	-1	-0.6	-1.6	-0.1	-2.2	2	-2.1	-17	0.7	-0.1
29) O=C1NC(=O)C2(CCC(C(=O)O)C2)N1 (configuration not stated)
→ -5	-1	1.8	-0.7	-2.0	-0.8	9	-1.7	5	-1.6	1.7
30) Cc1nnc(SCC(=O)NC2CCCCC2)n1-c1ccccc1
→ 5	-2	1.7	-1.8	-1.2	-0.6	5	0.3	8	0.2	1.0
31) COc1ccc(C(=O)Nc2ncc3c(n2)CC(C)CC3=O)cc1 (configuration not stated)
→ 3	1	0.3	-0.8	5.7	1.1	2	2.9	-2	-0.8	0.5
32) O=C(c1ccco1)N1CCN(C2c3ccccc3-c3ccccc32)CC1
→ 3	-2	0.6	-1.2	-0.1	-3.0	-9	-3.1	16	0.6	0.9
33) CSc1nc(Cc2ccccc2)nc2ccccc12
→ 9	2	0.1	-0.9	1.7	0.0	-6	3.4	-1	-0.1	0.3
34) COC(=O)CCN1CCC(C(N)=O)CC1
→ 1	-2	-0.1	-0.3	-0.4	-0.8	2	-0.7	6	0.2	-0.2
35) CC[C@]12c3[nH]c4ccc(OC)cc4c3CCN1C(=O)C(CC(=O)NC/C=C(\C)CCC=C(C)C)C[C@@H]2C(=O)N1CCN(C(=O)C2CC2)CC1 (some centres not stated)
→ 2	-6	-0.3	-1.3	0.3	-1.5	-1	4.2	-6	0.3	-0.6
36) COc1ccc(OC)c(CCNC(=O)Cc2ccc(NC(=O)C3=C(C)OCCS3)cc2)c1
→ -4	3	0.4	-0.8	-3.8	-0.8	1	3.5	-7	-2.2	0.3
37) CC(NC(=O)CN1C(=O)NC2(CCCCCC2)C1=O)c1ccccc1Cl (configuration not stated)
→ 1	0	0.8	1.1*	1.3	-0.9	2	-0.7	2	-0.8	0.5
38) Cc1cc(C(=O)COC(=O)c2ccc([N+](=O)[O-])o2)c(C)n1CC1CCCO1 (configuration not stated)
→ 1	8.5*	-0.3	-1.5	-1.2	-0.7	-6	1.1	0	-1.1	0.5
39) COc1ccccc1CNC(=O)c1c(O)c2cc(OC)c(OC)cc2[nH]c1=O
→ 28*	0	-0.1	-1.1	-0.1	2.4	-1	-0.8	5	0.2	1.4
40) COc1cc(O)cc2occ(-c3ccc(O)cc3)c(=O)c12
→ -8	2	-0.2	-1.3	0.0	0.4	-99	1.2	4	-1.4	1.7
41) O=C(C1CCC1)N1CCc2cc(S(=O)(=O)C3CCN(Cc4ccc(F)cc4)CC3)ccc21
→ -2	-3	0.3	-1.1	.	-0.9	1	1.0	10	.	.
42) Nc1nnc(CC(=O)N/N=C/c2ccccc2OCc2ccccc2F)s1
→ 0	-2	-0.9	-1.9	2.3	-1.4	-5	-1.2	-45	-2.8	-2.3
43) O=C(NCC1CCCO1)c1cc(S(=O)(=O)N2CCOCC2)ccc1Cl (configuration not stated)
→ 3	1	-1.0	-0.7	0.4	-0.8	-11	1.4	9	-1.9	0.7
44) CCOC(=O)c1ccc(NC(=O)c2c(N)n(C)c(=O)n(C)c2=O)cc1
→ -7	1	0.1	-1.6	1.1	0.0	-1	0.8	1	0.2	-0.2
45) CNC[C@H]1Oc2c(NC(=O)C3CC3)cccc2C(=O)N([C@H](C)CO)C[C@@H]1C
→ 2	2	0.5	-0.8	-0.3	-0.2	2	0.1	0	2.2	1.0
46) O=C(C1CCCN(c2ncnc3c2nc2n3CCCCC2)C1)N1CCCCC1 (configuration not stated)
→ -1	-2	-1.3	-1.3	0.1	-1.4	-5	-0.8	-2	-0.8	-0.3
47) COc1cccc(CC(NC(C)=O)C(=O)NC2CCN(c3nnnn3-c3ccccc3)CC2)c1 (configuration not stated)
→ 0	-1	-0.1	-1.2	-1.3	-0.9	2	0.5	-4	1.7	4.3*
48) COc1ccc2ccc(OCC(=O)NCC3CCCO3)cc2c1 (configuration not stated)
→ 4	-4	-0.5	-0.9	2.4	-0.1	-7	-1.4	7	0.0	2.0
49) O=C(c1cc2ccccc2s1)N1CCOCC1
→ 0	-6	-0.3	-1.4	-1.2	-0.3	-1	3.3	6	-3.5	0.4
50) N/C(=N\OC(=O)c1csnn1)c1ccc(C(F)(F)F)cc1
→ 1	0	0.9	-1.4	2.4	2.6	-10	2.6	12	-0.2	0.0
51) O=C(Nc1ccc(Cl)cc1C(=O)N1CCCCC1)c1ccco1
→ -1	-2	-0.2	-0.8	-0.3	-0.9	-8	-1.3	1	-0.3	0.5
52) CC(C)(C)OC(=O)CNC(=O)c1[nH]cnc1C(=O)N[C@@H](Cc1ccccc1)C(=O)OCc1ccccc1
→ 4	1	-0.3	-1.5	-0.8	-1.8	0	0.3	-10	0.2	-0.8
53) COCCN1C(=O)C(=O)/C(=C(/O)c2ccc(C)cc2)C1c1ccccn1 (configuration not stated)
→ 4	3	0.5	-0.5	-1.3	-1.7	0	4.2	-2	1.2	0.9
54) N#C/C(C(=O)N1CCOCC1)=C1/SC(Cc2ccccc2Cl)C(=O)N1c1ccccc1 (configuration not stated)
→ -1	0	0.1	-2.3	0.9	-0.2	0	-1.6	-28	-0.6	-0.8
55) Cc1[nH]c2ccc(F)cc2c1CCN(Cc1cccnc1)C(=S)Nc1ccccc1
→ -2	3	-0.3	-1.8	0.2	0.1	1	-4.6	-6	-0.5	2.8

# In the list so far, these contain a CF3 group:
# Every second line gives: Rev-erbA mod	SMARCA2 act	DAX1 inh-1	ssDAF-12 act	FXN GAA850 act	hcDAF-12 act	PLCb3 inh	hgDAF-12 ag	HGIII-sPLA2 inh	PG9 Ab binder	DAX1 inh-2
17) CC1CN(CC(=O)Nc2cccc(C(=O)Nc3cccc(C(F)(F)F)c3)c2)CC(C)O1 (configuration not stated)
→ 3	3	-1.6	-1.8	0.1	-2.5	3	-2.7	-7	-3.0	-2.7
50) N/C(=N\OC(=O)c1csnn1)c1ccc(C(F)(F)F)cc1
→ 1	0	0.9	-1.4	2.4	2.6	-10	2.6	12	-0.2	0.0

# From PubChem BioAssay
